hK5 inh: blocks human kallikrein 5 protease activity. inhibition, % at 5 µM. recombinant hK5, fluorogenic AMC substrate cleavage. AID 873. 0.59% of 210,000 active;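 active = inhibition of 40% or more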;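 also: 0% = enzyme controls without compound and 100% = no-enzyme blanks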
Rad51 HR inh: blocks human Rad51 in homologous recombination; Q06609; hRad51 DNA strand exchange, fluorescence dequenching; 0.085% of 200,000 active; AID 1385; inhibition, % at 10 µM;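 active = inhibition above 40% at the single screening dose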;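 also: 0% = DMSO control wells and 100% = blanks with heterologous ssDNA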
Target sequence (Q06609 whole entry, looked up): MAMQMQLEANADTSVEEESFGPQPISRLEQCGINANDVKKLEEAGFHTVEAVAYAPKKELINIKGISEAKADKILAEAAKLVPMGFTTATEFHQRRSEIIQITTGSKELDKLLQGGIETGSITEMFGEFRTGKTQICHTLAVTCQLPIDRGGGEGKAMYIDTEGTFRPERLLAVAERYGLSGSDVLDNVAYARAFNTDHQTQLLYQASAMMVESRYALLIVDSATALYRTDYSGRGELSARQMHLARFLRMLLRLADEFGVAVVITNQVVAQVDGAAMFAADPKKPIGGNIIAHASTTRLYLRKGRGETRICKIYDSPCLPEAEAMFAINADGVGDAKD
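Read-out basis: percent inhibition relative to plate controls and blanks / Assay system: human Rad51 nucleoprotein filaments preassembled on unlabelled ssDNA / Timing: filaments 15 min 37 °C, then compound 30 min / Control set: per-plate controls and blanks / Technique: fluorescence dequenching at 485/520 nm / Compound: 10 µM final, single point / Also added: Fluorescein- and BHQ1-tagged 47-mer duplex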
Wee1 stabilizer: inhibitors of human Wee1 degradation | P30291 | HeLa Luc-Wee1K328M stability, luciferase luminescence; 100% = proteasome inhibitor MG132 effect | reporter increase, % at 5 µM | 1.2% of 220,000 active | AID 1321;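 active = activation above the mean of all tested compounds plus 3 SD, set per screening run, cut at about 8.8% in these data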;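 also: cells exposed to compound for 20 h before luminescence read; 0% = DMSO alone and 100% = MG132 at 30 µM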
Target sequence (P30291 whole entry K328M): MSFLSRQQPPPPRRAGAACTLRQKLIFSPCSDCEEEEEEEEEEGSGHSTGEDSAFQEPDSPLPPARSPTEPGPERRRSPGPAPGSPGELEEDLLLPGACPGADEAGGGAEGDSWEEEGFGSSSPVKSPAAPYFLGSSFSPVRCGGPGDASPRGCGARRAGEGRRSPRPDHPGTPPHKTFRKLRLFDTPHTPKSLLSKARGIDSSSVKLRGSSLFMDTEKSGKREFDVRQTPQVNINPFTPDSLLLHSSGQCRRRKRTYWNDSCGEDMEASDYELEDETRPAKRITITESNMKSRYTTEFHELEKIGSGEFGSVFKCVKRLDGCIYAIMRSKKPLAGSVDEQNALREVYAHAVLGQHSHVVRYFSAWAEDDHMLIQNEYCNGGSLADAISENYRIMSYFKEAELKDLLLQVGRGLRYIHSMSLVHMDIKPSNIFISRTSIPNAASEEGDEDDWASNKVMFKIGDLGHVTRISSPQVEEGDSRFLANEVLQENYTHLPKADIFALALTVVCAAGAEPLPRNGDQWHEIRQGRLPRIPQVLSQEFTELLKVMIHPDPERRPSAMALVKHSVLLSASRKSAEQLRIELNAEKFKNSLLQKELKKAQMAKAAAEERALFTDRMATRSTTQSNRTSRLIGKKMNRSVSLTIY
FXIIa inh: inhibitors of human coagulation factor XIIa; P00748; purified FXIIa, Boc-QGR-AMC fluorogenic substrate, 2 h; inhibition, % at 5 µM; 0.3% of 220,000 active; AID 800; in the data active = inhibition above about 40%;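 also: 0% = enzyme with no compound and 100% = blank without enzyme; many of its hits are not listed in these tables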
p97 ATPase inh: human p97 ATPase inhibition | P55072 | recombinant p97 ATPase, Kinase-Glo ATP luminescence, 3 h | inhibition, % at 8 µM | 0.42% of 220,000 active; in the data active = inhibition above about 15%;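 also: 0% = DMSO vehicle and 100% = wells lacking enzyme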
MDM2 E3 inh: Mdm2 E3 ligase (human) inhibition; AID 1230; cell-based MDM2 ubiquitination luciferase reporter, 2 h; 0 = plate control, 100 = twice control, blank-subtracted; signal enhancement, % at 5 µM; 0.11% of 210,000 active;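 active = signal enhancement of 30% or more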;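 also: luminescence tracks abundance of the self-degrading MDM2-luciferase fusion protein; higher signal means inhibition of MDM2 E3 ligase activity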
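Buffer or medium: Cells held in DMEM | Assay system: Stable mammalian line carrying autodegrading MDM2–luciferase fusion reporter | Quantity: 2000 cells/well | Times: 4 h settle plus 2 h compound, 37 °C | Doses: One concentration, 5 µM, with 0.2% DMSO | Technique: Luminescence with SteadyLite reagent, 15 min at room temperature | Benchmarks: Plate controls and plate blanks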
FXIa inh: factor XIa (human) inhibition; inhibition, % at 5 µM; purified FXIa, Boc-Glu-Ala-Arg-AMC fluorogenic substrate; AID 798; 0.14% of 220,000 active;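 active = inhibition of at least 40%; inactive = inhibition below 40%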;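 also: fluorescence of freed AMC excited at 355 nm; 0% = enzyme without compound and 100% = no enzyme blank; many of its hits are not listed in these tables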
eIF4E 4G PPI: eIF4E/eIF4G interaction inhibition in translation initiation; P63073+Q04637; inhibition, % at 21.7 µM; TR-FRET eIF4E-eIF4GI(517-606) binding, 2 h; AID 782; 0.37% of 220,000 active;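 active = inhibition above about 30%, limit read from the data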;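 also: 0% = full FRET control wells and 100% = background wells lacking eIF4GI fragment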
14-3-3 Bad PPI: disrupts binding of bovine 14-3-3 zeta to phospho-Bad peptide | P63103 | TR-FRET 14-3-3zeta/Dy647-pBad peptide displacement, 1 h | inhibition, % at 21.7 µM | 0.71% of 220,000 active | AID 781;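 active = inhibition above about 70%, limit read from the data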;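 also: 0% = full 14-3-3 plus peptide FRET controls and 100% = background without 14-3-3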
Starred values were filed as active, the others as inactive; nt = not tested or not shown; [ ] = dose if it differs, or a comment.

Short keys: A = hK5 inh; B = Rad51 HR inh; C = Wee1 stabilizer; D = FXIIa inh; E = p97 ATPase inh; F = MDM2 E3 inh; G = FXIa inh; H = eIF4E 4G PPI; I = 14-3-3 Bad PPI
CC(C)C(=O)Nc1nnc(SCC(=O)NCc2ccco2)s1
  A: 10.0; B: -2.9; C: -3.6; D: 23.8; E: 1.2; F: -10.3; G: 19.0; H: -7.9[fluorescence artefact?]; I: 10.1[fluorescence artefact?]

Cc1cccc(C)c1NC(=O)N1C(C(=O)O)CSC1C(=O)O (configuration not stated)
  A: -10.5; B: -6.0; C: 0.0; D: 17.6; E: -4.1; F: -5.2; G: 2.2; H: nt; I: nt

N#CC1=C(N)N(c2ccc(Cl)c(Cl)c2)C(=O)C1
  A: -2.5; B: -4.2; C: -1.6; D: 12.4; E: 5.6; F: 2.0; G: -6.4; H: -5.4; I: -5.0

CC(C)OC(=O)C1C(=O)CC(C)(O)C(C(=O)OC(C)C)C1c1ccc(F)cc1 (configuration not stated)
  A: -16.0; B: 1.7; C: -2.1; D: -0.8; E: 1.7; F: -6.5; G: -4.2; H: 2.1; I: -11.3

COC(=O)c1cccc(C(=O)N2CCCC(C(=O)c3cc(F)ccc3F)C2)c1 (configuration not stated)
  A: 3.7; B: -4.3; C: -0.7; D: 8.2; E: 0.8; F: 0.8; G: -1.9; H: 1.1; I: 6.5

CN(CC(=O)Nc1cccc2ccccc12)C(=O)/C=C/c1cccs1
  A: -6.3; B: -1.0; C: 2.6; D: 14.8; E: 2.8; F: -9.3; G: 2.4; H: -0.4; I: -0.6[fluorescence artefact?]

CC(C)CC(COCc1cccc(Cl)c1)N1CCN(C(=O)c2ccc(C(F)(F)F)cc2)CCC1=O (configuration not stated)
  A: -8.0; B: -4.4; C: 0.1; D: 16.4; E: 0.3; F: nt; G: 8.4; H: -4.3[fluorescence artefact?]; I: -10.4[fluorescence artefact?]

CC(Oc1ccc(Cl)cc1)C(=O)NCCCn1ccnc1 (configuration not stated)
  A: -8.4; B: 1.4; C: -1.4; D: 13.9; E: 1.2; F: -13.6; G: 4.6; H: -10.4; I: 0.7[fluorescence artefact?]

CN1CCN(c2ncnc3c2[nH]c2ccc(F)cc23)CC1
  A: -4.5; B: -2.4; C: -2.8; D: 8.7; E: 4.7; F: 1.5; G: 1.2; H: 2.9[fluorescence artefact?]; I: 1.2

Cc1ccc2c(c1)C1(C)C(C(C)(C)N2C=O)C1(Cl)Cl (configuration not stated)
  A: 2.0; B: -16.1; C: -0.8; D: 8.4; E: -5.1; F: -9.5; G: 3.0; H: -0.5; I: 3.9

Sorted by value in Rad51 HR inh (rising): 4 from the list above
SMILES	hK5 inh	Rad51 HR inh	Wee1 stabilizer	FXIIa inh	p97 ATPase inh	MDM2 E3 inh	FXIa inh	eIF4E 4G PPI	14-3-3 Bad PPI
Cc1cccc(C)c1NC(=O)N1C(C(=O)O)CSC1C(=O)O (configuration not stated)	-10.5	-6.0	0.0	17.6	-4.1	-5.2	2.2	nt	nt
COC(=O)c1cccc(C(=O)N2CCCC(C(=O)c3cc(F)ccc3F)C2)c1 (configuration not stated)	3.7	-4.3	-0.7	8.2	0.8	0.8	-1.9	1.1	6.5
N#CC1=C(N)N(c2ccc(Cl)c(Cl)c2)C(=O)C1	-2.5	-4.2	-1.6	12.4	5.6	2.0	-6.4	-5.4	-5.0
CC(C)OC(=O)C1C(=O)CC(C)(O)C(C(=O)OC(C)C)C1c1ccc(F)cc1 (configuration not stated)	-16.0	1.7	-2.1	-0.8	1.7	-6.5	-4.2	2.1	-11.3

Going on with the list:
Short keys: A = hK5 inh; B = Rad51 HR inh; C = Wee1 stabilizer; D = FXIIa inh; E = p97 ATPase inh; F = MDM2 E3 inh; G = FXIa inh; H = eIF4E 4G PPI; I = 14-3-3 Bad PPI
OCCC1CN(CCCn2cccn2)CCN1C1CCCCC1 (configuration not stated)
  A: 3.3; B: 4.8; C: -1.2; D: 12.7; E: 1.8; F: -5.2; G: -1.2; H: 0.1; I: -7.9

N#C/C(=C\c1cccc([N+](=O)[O-])c1)C(=O)NCC1CCCO1 (configuration not stated)
  A: 10.7; B: -5.5; C: -5.2; D: 17.9; E: 4.5; F: -2.1; G: 15.5; H: 2.5; I: 29.7

CN1CCN(C(=O)C2CCC(C)(C(=O)O)C2(C)C)CC1 (configuration not stated)
  A: -0.1; B: 1.1; C: -0.9; D: 0.2; E: 3.6; F: -12.9; G: -7.7; H: -1.6; I: -2.7

Cc1nn(-c2ccccc2)c(N2CCCC2)c1/C=N/NC(=O)c1ccccc1O
  A: -16.5; B: -6.3; C: -0.6; D: 12.6; E: 2.0; F: -0.6; G: 6.3; H: 0.0; I: -26.5

CC(C)c1ccc(C2CC(c3ccc(Br)cc3)=NN2C(N)=S)cc1 (configuration not stated)
  A: -6.3; B: -18.7; C: -4.4; D: 6.6; E: 6.5; F: 6.6; G: 8.7; H: 10.5; I: 5.6

CC12CCC(C(=O)Nc3ccccc3Cl)([C@H](Br)C1=O)C2(C)C (some centres not stated)
  A: 3.1; B: 1.9; C: -0.5; D: 8.7; E: 4.8; F: -11.2; G: 4.1; H: -1.3; I: 2.3

O=[N+]([O-])c1ccc(N2CCN(c3ccccc3F)CC2)c(S(=O)(=O)N2CCOCC2)c1
  A: -11.6; B: -3.2; C: 0.2; D: 9.5; E: 3.4; F: -3.5; G: 3.7; H: 7.2; I: 0.1

COCCNC(=O)/C(C#N)=C/c1cc(Br)c(O)c(OC)c1
  A: 4.4; B: -3.6; C: -1.2; D: 6.0; E: 1.4; F: -4.5; G: 0.9; H: 6.6; I: -0.4

CCOc1ccccc1C(=O)Nc1cc(Cl)ccc1O
  A: 2.0; B: -16.7; C: 4.0; D: 8.1; E: 17.6*; F: 1.2; G: -0.6; H: 1.5; I: -3.5[fluorescence artefact?]

O=C(c1ccc2c(=O)n(Cc3ccco3)c(=S)[nH]c2c1)N1CCN(c2ccccc2)CC1
  A: -15.4; B: nt; C: 3.4; D: 7.5; E: 0.7; F: -5.8; G: -4.7; H: -3.3; I: -2.8

O=C(C1CC1)N1CCc2[nH]c3ccccc3c2C1
  A: -5.0; B: -0.5; C: -2.2; D: 15.6; E: 6.7; F: -0.5; G: 7.1; H: -0.4; I: -0.8[fluorescence artefact?]

COc1ccc(Cn2cccc(NC(=O)Nc3ccc(F)cc3)c2=O)cc1
  A: -9.3; B: 5.8; C: -1.6; D: 6.3; E: 2.1; F: 6.2; G: -3.5; H: -1.1; I: -15.7

O=C(Nc1nccs1)c1ccc2nccnc2c1
  A: -3.6; B: -3.7; C: -0.5; D: 5.0; E: 10.8; F: 18.1; G: 0.2; H: nt; I: nt

Cc1cc(OC(=O)c2ccc3ccccc3c2)c([N+](=O)[O-])c(=O)[nH]1
  A: -4.1; B: -20.5; C: 1.3; D: 3.1; E: 10.7; F: -7.5; G: -1.2; H: -1.3; I: 6.1

CN(C)S(=O)(=O)c1cc(NC(=O)Cn2ccsc2=N)ccc1Cl
  A: -2.4; B: -7.3; C: 1.0; D: 3.8; E: 1.0; F: 3.7; G: -7.0; H: -0.2; I: -3.8

O=c1[nH]n2c(=O)c3c([nH]c2c1N=Nc1cccc(Cl)c1)CCCC3
  A: -15.3; B: -1.3; C: 0.1; D: 27.3; E: -9.5; F: -9.4; G: 21.9; H: -2.8[fluorescence artefact?]; I: 25.2[fluorescence artefact?]

Cc1ccc(N/N=C(/Sc2nnnn2-c2ccccc2)C(=O)c2ccccc2)cc1
  A: -4.6; B: 10.4; C: -3.1; D: 9.5; E: 2.3; F: 2.1; G: 10.2; H: 17.1; I: 3.8[fluorescence artefact?]

CCN(CC)C(=O)CSc1ncnc2c1cnn2-c1ccccc1
  A: -10.0; B: 6.7; C: 1.3; D: 3.9; E: -4.1; F: 10.1; G: 2.7; H: 0.1; I: 1.1

CCOC(=O)c1ccc(NC(=S)NCCCN2CCOCC2)cc1
  A: 4.4; B: -2.2; C: -3.5; D: 17.1; E: 7.1; F: -5.7; G: -0.2; H: -5.1; I: -10.9

COc1ccccc1N(C)S(=O)(=O)c1ccc(C(=O)Nc2ccc(N3CCOCC3)cc2)cc1
  A: -4.0; B: 0.2; C: -2.0; D: 2.3; E: -0.7; F: -6.9; G: -4.0; H: 0.9; I: -13.6

COc1ccc(/C=N/Nc2ncnc3c2[nH]c2ccc(C)cc23)c(OC)c1OC
  A: 3.4; B: 0.2; C: 0.1; D: 7.2; E: 1.7; F: -12.3; G: 3.1; H: 9.2; I: 86.8*

Cc1cc(-n2c(=O)c(C#N)cc3c(=O)n4ccccc4nc32)no1
  A: -30.7; B: -7.1; C: 3.3; D: -42.5; E: 0.6; F: nt; G: -29.4; H: -19.1[fluorescence artefact?]; I: -3.9[fluorescence artefact?]

COCCCN1C(=O)/C(=C/c2ccc(CNS(=O)(=O)c3ccccc3)o2)C(C(=O)OC)=C1C
  A: 6.6; B: -2.4; C: 1.4; D: nt; E: -6.4; F: -7.1; G: 2.5; H: 2.0; I: -2.6

CN(C)CCCNC(=O)/C(=C\c1ccc(-c2ccc(Br)cc2)o1)NC(=O)c1ccccc1
  A: -3.4; B: 4.8; C: -2.8; D: 10.7; E: -6.6; F: 5.9; G: 11.1; H: -0.5; I: -3.3

Cc1cccc(OCc2nnc(SCn3nnc4ccccc4c3=O)o2)c1
  A: -3.4; B: -2.6; C: -2.2; D: -13.7; E: -8.2; F: 3.2; G: -8.8; H: -0.9; I: -1.4

CCOC(=O)C(=O)Nc1cc(C)nn1-c1nc2ccccc2[nH]1
  A: -33.0; B: -9.1; C: -0.9; D: 0.2; E: 6.0; F: -7.1; G: -0.6; H: -1.2; I: -4.8

O=C(Cn1nc(-c2ccc3c(c2)OCCO3)ccc1=O)Nc1ccc(-n2cnnn2)cc1
  A: -0.4; B: -4.7; C: 2.3; D: 6.6; E: 1.8; F: 2.8; G: -2.3; H: 3.4; I: 6.0

COc1cc(/C=N/NC(=O)C2C3CCCCC32C)cc(Br)c1O (configuration not stated)
  A: -1.0; B: nt; C: -1.1; D: 7.7; E: -1.0; F: -6.2; G: 4.8; H: -0.2; I: -11.9

Cc1nonc1C1CCCN1Cc1cn[nH]c1-c1ccc(-c2ccccc2)cc1 (configuration not stated)
  A: nt; B: nt; C: 3.0; D: 5.7; E: 2.6; F: -22.1; G: -3.9; H: 0.8; I: -2.6

O=C(CCCn1c(SCc2ccccc2F)nc2ccccc2c1=O)NCC1CCCO1 (configuration not stated)
  A: -2.1; B: -22.2; C: 0.7; D: 0.0; E: 1.5; F: -7.3; G: -5.2; H: 3.5; I: 10.3

CC1CCN(CC(=O)N2CCCc3c2c(=O)oc2ccc(OCc4ccccc4)cc32)CC1
  A: 30.1; B: -6.3; C: -2.2; D: 9.9; E: -4.0; F: 3.0; G: -1.1; H: 9.4[fluorescence artefact?]; I: -2.2

O=C(Nc1nc2c(s1)CCCC2)Oc1ccccc1
  A: -27.5; B: 1.7; C: 0.6; D: 17.9; E: -4.9; F: -15.2; G: 18.1; H: -25.7; I: 9.9[fluorescence artefact?]
